Assay outcomes deposited in PubChem BioAssay by several laboratories.
GalR3 antagonist – antagonists of human GalR3; HEK293 GalR3-CNG cAMP membrane potential fluorescence; galR3 body fused to GalR1 C-terminus; 360,000 compounds, 0.44% hits; inhibition, % at 3 µM;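 active = inhibition above the screen-wide average plus 3 SD, cut at about 13% in these data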;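 also: forskolin and galanin both at EC90 stimulate the cells; cAMP rise reported by CNG channel membrane potential dye signal; 0% = forskolin plus galanin with DMSO and 100% = forskolin alone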
Target sequence (O60755 1-299 limits assumed): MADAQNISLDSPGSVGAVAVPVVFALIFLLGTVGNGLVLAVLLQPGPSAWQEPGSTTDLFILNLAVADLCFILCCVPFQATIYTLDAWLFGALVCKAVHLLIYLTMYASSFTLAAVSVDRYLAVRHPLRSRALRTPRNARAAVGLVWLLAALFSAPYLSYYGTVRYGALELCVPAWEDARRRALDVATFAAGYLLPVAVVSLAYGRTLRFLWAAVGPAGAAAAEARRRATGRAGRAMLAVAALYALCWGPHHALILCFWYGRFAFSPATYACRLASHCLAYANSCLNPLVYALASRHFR
PHOSPHO1 inh – PHOSPHO1 (human) inhibition. 290,000 compounds, 1.1% hits. AID 1565. recombinant PHOSPHO1, absorbance phosphatase assay. inhibition, % at 13.3 µM; in the data active = inhibition above about 60%
MEKK3 PB1 HTS – modulators (inhibitors or enhancers) of MEK5 binding to human MEKK3 PB1 domain. bead-based flow cytometry, Alexa488-MEK5 binding to MEKK3; actives lie on both sides; 0 = blocked by unlabeled MEK5, 100 = vehicle. binding response (% of control), % at 10 µM. 290,000 compounds, 1.4% hits. AID 1529;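 active = binding response more than 3 SD above or below the average of its plate-row segment, actives on both sides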;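 also: Alexa488 bead fluorescence after subtracting the streptavidin-only scavenger bead signal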
Target sequence (Q99759 whole entry, looked up, the tested form may be a part): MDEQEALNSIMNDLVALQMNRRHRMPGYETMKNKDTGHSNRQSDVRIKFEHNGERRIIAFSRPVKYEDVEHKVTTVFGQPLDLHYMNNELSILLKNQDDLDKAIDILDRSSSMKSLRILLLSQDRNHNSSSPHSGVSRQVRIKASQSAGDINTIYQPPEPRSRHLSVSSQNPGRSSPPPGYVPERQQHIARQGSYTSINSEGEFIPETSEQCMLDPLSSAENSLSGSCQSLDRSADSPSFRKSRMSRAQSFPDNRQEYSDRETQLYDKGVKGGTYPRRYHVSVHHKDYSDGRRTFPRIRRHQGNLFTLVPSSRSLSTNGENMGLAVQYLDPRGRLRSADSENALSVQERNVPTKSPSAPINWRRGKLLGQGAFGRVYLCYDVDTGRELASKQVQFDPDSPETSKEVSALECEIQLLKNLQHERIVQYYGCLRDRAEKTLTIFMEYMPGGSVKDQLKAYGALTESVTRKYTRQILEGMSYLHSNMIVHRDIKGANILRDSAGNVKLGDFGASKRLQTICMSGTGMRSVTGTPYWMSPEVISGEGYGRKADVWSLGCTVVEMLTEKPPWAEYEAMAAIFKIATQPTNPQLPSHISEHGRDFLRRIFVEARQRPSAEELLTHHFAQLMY
CRFR2-BP antag – CRF-BP/CRF-R2 complex antagonism | HEK293 CRF-R2/CRF-BP, CRF-induced calcium fluorescence | inhibition, % at 11.8 µM | 350,000 compounds, 0.59% hits;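 active = inhibition of the ligand-induced calcium signal above about 50% at the single tested concentration, limit read from the data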
IDE cell inh – inhibitors of human insulin-degrading enzyme in cells; inhibition, % at 5.59 µM; 320,000 compounds, 0.41% hits; P14735; AID 434962; HEK cells, FAbetaB cleavage, fluorescence polarization;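 active = percent inhibition above the average of all tested compounds plus 3 SD, set per screening campaign, cut at about 16% in these data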;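 also: IDE supplied by intact live HEK cells; FP after avidin binding of uncleaved biotin substrate so inhibition keeps polarization high; 0% = DMSO wells and 100% = 60 µM reference IDE inhibitor Ii1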
CRFBP-R2 agonist – agonists of human CRF-binding protein/CRF-R2 receptor complex; 350,000 compounds, 0.46% hits; HEK293 CRF-R2/CRF-BP, calcium dye fluorescence (FLIPR); percent of saturating CRF peptide response; activation, % at 13.2 µM;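 active = activation of at least 50%, plus an integration ratio under a set limit after plate pattern correction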;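 also: plate controls were neutral control wells without compound for no effect and CRF at EC100 for full effect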
pCIP destab – compounds decreasing mouse p/CIP protein stability; Q05BA5; F442A p/CIP-EGFP cells, EGFP fluorescence, 16 h; decrease of EGFP signal, % at 10 µM; 290,000 compounds, 0.01% hits; AID 1984;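 active = EGFP signal decrease of at least 30% at 10 µM or well 3 SD below plate mean, unless failing retest; inactive = the rest, including hits failing retest or dose response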; also: some compounds called inactive have numbers as strong as hits; many of its hits are not listed in these tables
CHRM4 PAM – positive allosteric modulators of human muscarinic M4 receptor; 360,000 compounds, 0.4% hits; CHO-K1 hM4/Gqi5, Fluo-8 calcium fluorescence, ACh EC20; 0% = ACh EC20, 100% = maximal ACh; activation, % at 3 µM; AID 624126;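 active = activation above its plate's cutoff, the mean activation of sample wells plus 3 SD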; also: some results filed as inactive read as strong as hits
IDE cell activ – activators of human insulin-degrading enzyme in cells. P14735. HEK cells, FAbeta-B cleavage, fluorescence polarization; 0% vehicle, 100% cell-free pure enzyme wells. activation, % at 5.96 µM. 340,000 compounds, 0.073% hits;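 active = activation above the mean of all tested compounds plus 3 SD, set per screening campaign, cut at about 17% in these data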
Active calls of the source: *; / = not tested or not shown.

The line under a structure holds: CHRM4 PAM, CRFBP-R2 agonist, CRFR2-BP antag, PHOSPHO1 inh, pCIP destab, MEKK3 PB1 HTS, GalR3 antagonist, IDE cell inh, IDE cell activ
Brc1ccc(OCCOc2cccc3cccnc23)cc1
    -4.7, -3.9, -0.7, -13.0, -5.0, 96.0, -4.9, -2.1, 5.7
COc1cccc(NC(=O)C2CCN(S(=O)(=O)c3ccccc3)CC2)c1
    -0.1, -3.4, -6.2, 28.0, -12.6, 97.0, -2.0, -3.1, 6.4
CCOc1ccc(C(=O)COC(=O)Cn2cnc3c2c(=O)n(C)c(=O)n3C)cc1
    -0.8, -0.5, -4.0, /, /, /, -5.7, -2.7, 4.2
COc1cc(-c2[nH]ncc2CN(C)Cc2cc(C)[nH]n2)cc(OC)c1OC
    -7.3, 6.7, -1.6, 5.8, 1.8, 98.0, -5.5, 4.3, 4.2
CC(C)OC(=O)N(C)C[C@@H]1OCc2cnnn2CCCC(=O)N([C@@H](C)CO)C[C@H]1C
    5.0, 1.5, 12.4, /, /, /, -2.5, /, /
O=C(OCc1cn([C@@H]2CN(Cc3cccs3)[C@@H](c3ccccc3)C[C@H]2O)nn1)c1ccccc1
    -5.0, 0.7, 3.8, /, /, /, -4.4, /, /
CC(=Nc1ccccc1O)c1sc2ccccc2c1O
    -12.3, 36.4, -68.2, 11.6, -66.2, 109.0, -2.5, 83.7*, -89.4
Cc1ccccc1NC(=S)NNc1ncc(C(F)(F)F)cc1Cl
    -0.5, -0.7, -6.7, 39.5, -6.2, 106.0, -4.9, 0.5, 2.2
CCOC(=O)N1CCC(NC2CCCCCCC2)CC1
    -26.1, -1.3, 1.8, 14.5, -6.6, 90.0, -3.4, -4.2, 1.2
NC(=O)c1ccsc1NC(=O)COC(=O)c1cc(Cl)ccc1O
    -4.0, -0.9, -10.7, /, /, /, -3.9, -2.5, -2.3
O=C(Nc1nc(-c2ccc(-c3ccccc3)cc2)cs1)c1cnccn1
    -0.2, 1.6, -5.8, -8.1, -2.0, 98.0, -5.3, -1.7, 3.4
NC(=NCc1ccco1)NC(=O)c1ccccc1
    -4.8, -1.0, 10.2, 39.9, -1.3, 110.0, 2.6, -1.2, 0.0
CC1=C(C(=O)OCc2ccccc2)N2C(=O)[C@@H](NC(=O)COc3ccccc3)[C@H]2SC1
    -11.0, -0.3, -1.3, -18.6, -10.3, 102.0, -2.2, -2.9, 2.2
O=C(CNC(=O)C(c1ccccc1)c1ccccc1)N/N=C\c1ccc2c(c1)OCO2
    7.5, -3.4, 16.6, -4.9, -8.3, 104.0, -5.1, 0.3, 8.3
O=[N+]([O-])c1ccc(N2CCN(c3ccc([N+](=O)[O-])cc3CO)CC2)c(CO)c1
    -15.5, -0.2, 25.2, 36.0, -9.4, 102.0, -14.0, -2.3, -0.4
CC12CCC(C(=O)N(CC(=O)O)C1=O)C2(C)C (centres undefined)
    -2.3, 2.4, -41.5, -10.1, 1.8, 100.0, -1.0, 5.3, 1.8
O=C(c1ccncc1)N(Cc1ccco1)Cc1cc2ccccc2[nH]c1=O
    7.8, 1.5, -11.0, 4.4, 9.2, 102.0, -5.6, 6.9, 1.6
CCOC(=O)N1CCC(NC(=O)c2ccc3c(c2)N(CC)CCS3)CC1
    2.7, -4.3, 1.9, /, /, 101.0, /, 0.6, -3.6
C=CCC1(Cl)C(=O)C(Cl)=C(N2CCOCC2)C1(OC)OC (centres undefined)
    -7.0, -0.1, 1.4, -24.7, -11.4, 93.0, -3.4, 2.2, 3.8
CCOc1ccc(NCC(=O)Nc2ccc(Cl)cc2C)cc1
    3.0, -0.8, -27.0, -5.8, -5.8, 92.0, -5.4, -2.0, 2.9
O[Si](CCCN1CCCCC1)(c1ccc(F)cc1)C1CCCCC1 (centres undefined)
    -18.9, -2.1, -19.9, /, /, /, -2.8, -2.4, 6.5
Cc1ccc(S(=O)(=O)CC(=O)c2cc3cccc(C)c3oc2=O)cc1
    17.5, 1.0, -9.2, 39.5, -1.7, 105.0, -1.5, -5.1, 1.0
CCCCCOC(=O)C1=C(C)NC(=O)NC1c1ccc([N+](=O)[O-])cc1 (centres undefined)
    -0.3, -2.9, -20.0, 18.3, 1.0, 98.0, -5.6, 4.3, -7.6
O=C(CSc1cccc2cccnc12)OCC(=O)c1ccccc1
    13.0, -0.2, 5.7, 0.1, 0.2, 116.0, -5.1, 0.2, 2.8
COC(=O)C1C(O)=C(C=NCC(C)N=CC2=C(O)C(C(=O)OC)C(C)(C)CC2=O)C(=O)CC1(C)C (centres undefined)
    -4.0, 2.7, 2.6, -5.5, -16.7, 105.0, -0.9, -0.2, 3.9
Cc1ccccc1OCC(=O)NNC(=S)NC(=O)c1ccccc1[N+](=O)[O-]
    -1.9, -2.4, 3.6, -22.7, -20.8, 95.0, 7.3, -1.8, 5.6
Cc1ccc(SCc2cc(-c3ccc(Cl)cc3)on2)cc1
    15.0, 2.3, 1.7, -14.0, -4.2, 105.0, 4.2, 6.4, 0.6
CC[N+]1(CC)CC2CCC(C)(C1)C2(C)C (centres undefined)
    3.5, -1.4, -6.4, -0.6, -0.9, 99.0, -4.6, 0.1, 4.0
Cc1ccc(N=Cc2c(O)c3ccccc3oc2=O)c(C)c1
    3.4, 0.4, -2.2, /, -7.6, 106.0, -7.9, 2.0, 6.3
CCOc1ccc(NC(=O)CN(C)C(=O)c2cc(S(=O)(=O)N(C)C)ccc2N2CCCC2)cc1OCC
    -8.7, -3.4, -1.8, /, /, /, -0.1, -4.0, 2.5
O[C@H]1CN(CC2CCCCC2)[C@@H](c2ccccc2)C[C@@H]1n1cc(C2CC2)nn1
    6.5, 2.9, -21.1, /, /, /, -5.5, /, /
CN1C(=O)C(=O)/C(=C(/O)c2ccccc2)C1c1ccc([N+](=O)[O-])cc1 (centres undefined)
    5.4, 2.7, -2.9, -2.1, -5.4, 100.0, -2.3, 4.0, -2.0
CN(CC(=O)Nc1ccc(Cl)cc1)C(=O)CCC1CCCC1
    0.0, -2.0, 13.0, -5.1, -4.5, 106.0, -2.6, 0.5, -4.2
CN1CCC(N(C)C(=O)CCc2nc3ccccc3c(=O)[nH]2)CC1
    -9.2, -1.6, 10.0, -3.7, -1.2, 100.0, -7.2, -6.5, 1.3
COc1cccc(/C=N/Nc2ccc(Cl)nn2)c1
    -1.4, 0.2, -4.7, 6.9, -10.3, 92.0, -9.9, 1.5, -1.6
COCC(C)NC(=O)C1c2ccccc2Oc2ccccc21 (centres undefined)
    -3.8, 0.1, 4.1, 35.7, 8.1, 99.0, -9.3, 0.6, -0.2
CCOC(=O)c1c(NC(=S)Nc2ccc(OC)cc2)sc2c1CCCCC2
    -5.7, 1.8, -21.7, 5.7, 1.2, 95.0, -1.2, 3.7, 6.0
CC(C)N1CCc2c(sc(NC(=O)c3cc(-c4cccs4)nc4ccccc34)c2C(N)=O)C1
    -15.3, 29.7, -86.5, -23.4, -31.3, 108.0, /, 4.2, -9.1
COc1ccc(N2CCN(CC(O)COc3ccc(C)cc3C)CC2)cc1 (centres undefined)
    3.9, 1.7, -15.1, 39.9, -2.7, 98.0, -12.5, -2.5, 1.4
CCOc1ccc(CN2CCC(n3nccc3NC(=O)CCCc3ccccc3)CC2)cc1
    -2.0, -0.6, 2.0, 29.3, -8.7, 97.0, -9.3, -3.3, 7.1
Fc1ccc(-n2cc(-c3ccccc3)c3c(N4CCOCC4)ncnc32)cc1
    -15.5, 2.6, -15.2, 8.4, 1.0, 127.0, -4.0, 1.1, -2.6
CN1CCN(c2nc(-c3ccco3)cc(C(F)(F)F)n2)CC1
    -9.9, 8.0, -43.4, 3.4, -14.6, 99.0, /, -4.6, 9.7
Cc1ccc(N(CCC(=O)Nc2nnc(C3CC3)s2)S(=O)(=O)c2ccccc2)cc1
    /, /, /, 4.6, -4.1, 94.0, -6.5, -1.3, /
C=CCc1cccc2cc(C(=O)Nc3ccc(CC(=O)O)cc3)c(=O)oc12
    -2.1, -1.1, -15.2, 4.2, -1.3, 139.0*, -6.3, -0.8, 3.8
CC(=O)c1cccc(NC(=O)NC(C)C2CCCO2)c1 (centres undefined)
    -3.7, 1.3, 4.8, -1.2, -15.1, 97.0, -1.6, -2.2, 3.1
Cc1cc(N/C(=N/S(=O)(=O)c2ccc(F)cc2)c2ccccc2)n(-c2ccccc2)n1
    -3.0, 0.1, -16.3, 16.6, -0.9, 103.0, -2.6, 1.4, -1.6
Cc1ccc(OC(=O)CCNC(=O)c2ccccc2Cl)c(Br)c1
    7.7, -2.6, 14.7, /, /, /, -4.7, -1.1, 2.6
N#C/C(=C\c1cn(CC(=O)O)c2ccccc12)C(=O)NCc1ccccc1
    0.4, -3.7, 9.5, 19.1, -6.7, 109.0, -7.6, -0.6, 5.8
Cn1c(CNc2ccc(F)cc2)nnc1SCC(=O)NNC(=O)Cc1ccccc1
    2.2, 0.0, 4.2, 32.3, -5.0, 105.0, 2.1, 1.4, -1.5
CC(=O)OCC(=O)[C@@]1(O)[C@H](C)C[C@H]2[C@@H]3CCC4=CC(=O)C=C[C@]4(C)[C@@]3(F)[C@@H](O)C[C@@]21C
    -1.4, 0.1, 4.7, -8.7, -4.8, 95.0, 1.2, 1.2, 3.0
C/C(=N\NC(=O)c1ccc(CSc2nc(C)cc(C)n2)cc1)C1CCCCC1
    -3.3, 0.4, 7.2, -6.2, 1.5, 95.0, -10.7, -1.8, -1.9
Cc1ccc(Cn2ccc(NC(=O)CCSc3nc(-c4ccco4)cc(C(F)(F)F)n3)n2)cc1
    1.6, 1.7, -0.7, 0.2, 6.2, 108.0, -4.9, -1.6, 1.0
COc1ccc(-c2[nH]nc3oc(=O)c(CCO)c(C)c23)cc1
    -5.8, -0.9, 4.7, 4.0, 14.9, 106.0, -3.3, -4.0, 7.6
COc1cccc(-c2cc(C(=O)N3CCN(C(=O)c4ccco4)CC3)on2)c1
    1.6, -0.6, 6.7, 38.2, -0.6, 101.0, -4.5, 0.3, -1.1

Looked up by compound from the entries so far:
The line under a structure holds: CHRM4 PAM, CRFBP-R2 agonist, CRFR2-BP antag, PHOSPHO1 inh, pCIP destab, MEKK3 PB1 HTS, GalR3 antagonist, IDE cell inh, IDE cell activ
CCOc1ccc(CN2CCC(n3nccc3NC(=O)CCCc3ccccc3)CC2)cc1
    -2.0, -0.6, 2.0, 29.3, -8.7, 97.0, -9.3, -3.3, 7.1
N#C/C(=C\c1cn(CC(=O)O)c2ccccc12)C(=O)NCc1ccccc1
    0.4, -3.7, 9.5, 19.1, -6.7, 109.0, -7.6, -0.6, 5.8
